Bioassay records as filed in PubChem BioAssay.
EWS-Fli block = EWS/Fli-driven NR0B1 reporter inhibitors, primary screen, A673 cells, NR0B1 luciferase, luminescence, MLPCN library | viability-normalised | inhibition, % at 12.6 µM | actives 0.67% (n = 350,000);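 active means mean inhibition of at least 50% after viability correction, with every replicate also passing that limit; inconclusive means mean reaches 50% but only one of two replicates passes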;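 further: firefly luciferase signal divided by Alamar Blue viability fluorescence both relative to DMSO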
PAX8 inh HTS = inhibitors of PAX8-driven TPO luciferase reporter, primary screen, RMG-I cells, single concentration. SteadyGlo, 24 h. inhibition, % at 12.6 µM. actives 1.2% (n = 360,000). AID 652154, 2013;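 active means mean replicate inhibition at least 60% with every replicate also reaching 60%; inconclusive means only one of the two criteria is met; inactive means mean below 60% and not all replicates reaching 60%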;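 further: luciferase light reporting Pax8 driven TPO promoter activity; plate controls were median of neutral control wells for no effect and mitoxantrone controls for full effect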
GSIS activator = GLuc luminescence reporter in INS-1E cells, primary screen for activators of glucose-dependent secretion of insulin; INS-1E GLuc reporter insulin secretion, 2-3 h; activation, % at 16.6 µM; actives 0.61% (n = 370,000);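 active means lowest replicate activation of at least 40%, so every replicate reaches that level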;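 further: 0% = median of neutral control wells and 100% = median of IBMX positive control wells; some compounds called inactive have numbers as strong as hits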
FN deposition inh = inhibitors of fibronectin matrix deposition, primary screen, AH1F cells, Alexa488-fibronectin fluorescence, plate reader; AH1F fibroblasts, overnight; inhibition, % at 12.6 µM; actives 0.086% (n = 350,000);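 active means mean inhibition across replicates of 30% or more, regardless of how many single replicates reach that level; inconclusive means mean under 30% yet at least half of replicates reach 30%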;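 further: positive control wells lacked labelled fibronectin entirely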
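material = AH1F fibroblast monolayer depositing Alexa488-labelled fibronectin into matrix | amount = 10000 AH1F cells/well | buffer or medium = DMEM plus 2% serum, read in PBS | incubation = 1 h cell adhesion before compound, then overnight fibronectin incubation | detection = fluorescence at 485 nm excitation, 525 nm emission | evaluation = percent inhibition as loss of matrix-bound fibronectin fluorescence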
DENV2 CPE rescue = inhibitors of DENV2 cytopathic effect, primary screen, cell-based, plate reader, single concentration | CPE inhibition, % at 9.99 µM | actives 1.7% (n = 350,000) | DENV2-infected cells, cytopathic effect rescue | AID 651640, 2012; in the data active means CPE inhibition above about 20%, passing the limit was not always enough; inconclusive means no clear call, values can overlap the other calls; tested in BHK-21 cells;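 further: 0% = median of neutral control wells and 100% = median of positive control wells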
F508del corr = F508del CFTR correction, initial screen, CFBE line, single point | CFBE cells, YFP halide quenching; stimulated with forskolin plus potentiator P3; % fluorescence drop versus neutral controls | activity (quench increase), % at 7.58 µM | actives 0.36% (n = 350,000) | AID 720511, 2013;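 active means mean added fluorescence quench of at least 8% versus neutral control, with both replicates also reaching 8%; inconclusive means only one of the mean or replicate conditions met; inactive means mean below 8% and not both replicates reaching 8%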;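 further: cells transiently co-express mutant CFTR-F508del with the halide-sensitive YFP; corrector assay measuring rescue of mutant channel to the surface after 24 h compound exposure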
miR122 inh = miR-122 Renilla sensor signal increase in Huh7, primary screen, miR-122 inhibitor project, cell-based, single point, plate reader; Huh7 miR-122 Renilla luciferase sensor, 48 h; neutral wells = 0, positive control = 100; activation (reporter increase), % at 12.5 µM; actives 0.3% (n = 340,000);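 active means mean replicate activation score at least 90 and every replicate individually at or above 90; inconclusive means only one of the two criteria met; inactive means neither criterion met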;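 further: higher luciferase means less miR-122 activity so hits act as miR-122 inhibitors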
* marks the source's active call; other numbers are inactive results; ? = inconclusive; · = not tested or not shown; & = joins results of further samples; [ ] = another dose, or the depositor's remark. Outcome played no part in choosing rows; any-hit rate near 3.9%.

SMILES	EWS-Fli block	PAX8 inh HTS	GSIS activator	FN deposition inh	DENV2 CPE rescue	F508del corr	miR122 inh
O=C1N/C(=C\c2ccc(O)cc2)C(O)=C1C=NCc1ccccc1	·	-12.0	13.1	-1.2	·	·	0.8
CC(=O)N1CCN(C(=S)NCCc2ccccc2)CC1	-5.0	13.0	4.5	-2.1	7.7	-2.4	·
O=C(COC(=O)c1cc(-c2cccs2)nn1-c1ccccc1)Nc1cc([N+](=O)[O-])ccc1Cl	0.4	-4.1	5.5	-12.3	4.7	0.7	-7.2
Cc1noc(NS(=O)(=O)c2ccc(NS(=O)(=O)c3ccc(Cl)cc3)cc2)c1C	-3.5	4.3	·	-10.1	-5.8	·	-11.4
Cc1noc(C)c1NC(=O)N(C)C[C@H]1Oc2c(NC(=O)Nc3ccccc3)cccc2C(=O)N([C@@H](C)CO)C[C@@H]1C	-6.3	·	3.6	·	·	-0.2	-1.7[16.7 µM]
Cn1nnnc1SCC(=O)Nc1ccc2c(c1)OCCO2	-17.5	-63.4	5.2	6.3	2.4	3.5	-9.8
COc1ccc(/C=N/NC(=O)c2ccc3c(c2)NC(=O)C(C)(C)O3)cc1OC	-4.2	3.9	12.9	5.3	-7.7	0.3	-4.8
NS(=O)(=O)c1ccc(CCNC(=O)c2cccc(S(=O)(=O)N3CCc4ccccc43)c2)cc1	9.6	19.5	-7.9	3.0	5.0	6.8	1.8
COC(=O)C1=C(C)N(Cc2cccc(C(F)(F)F)c2)C(=NCc2cc(OC)c(OC)c(OC)c2)NC1c1cccc(C(F)(F)F)c1 (configuration not stated)	44.7	85.3*	15.0	0.3	-10.7	1.4	·
Cc1ccc(F)c(S(=O)(=O)NC(=O)C2(C)CCN2C(=O)C2(c3ccc(Cl)cc3)CCC2)c1 (configuration not stated)	0.4	-0.9	9.5	-0.9	-13.8	6.0	5.9
O=C(CSc1nnc(Nc2ccccc2)s1)NC1CCS(=O)(=O)C1 (configuration not stated)	-2.1	-9.0	-1.6	-0.8	-12.0	3.1	-0.2
CCCNC(=O)C[C@H]1C[C@H]2c3cc(NC(=O)Nc4ccc(F)cc4)ccc3O[C@H]2[C@H](CO)O1	0.3	-0.7	30.9	·	-0.6	-0.9	2.6[16.7 µM]
Cc1ccc(S(=O)(=O)Nc2ccc3c(c2)C(=O)N([C@@H](C)CO)C[C@H](C)[C@@H](CN(C)CC2CC2)O3)cc1	-3.9	-17.3	10.9	-1.4	-6.6	0.2	0.3[16.7 µM]
Cc1ccccc1CSc1nnc(-c2ccncc2)o1	-23.1	-31.8	26.2	11.7	4.9	-3.3	-1.7
O=C(NCCN1CCCCC1)c1cccc2c1C(=O)c1ccc(N3CCCC3)cc1S2(=O)=O	1.6	-0.2	·	-11.4	16.6	0.7	-4.4
CC12CCC(C(=O)N(c3cccc(Cl)c3)C1=O)C2(C)C (configuration not stated)	13.5	-5.2	7.5	3.4	2.3	·	-5.5
COc1ccc(CN(C)C[C@@H]2Oc3c(NS(C)(=O)=O)cccc3C(=O)N([C@H](C)CO)C[C@H]2C)cc1	·	3.2	4.1	·	-1.7	0.0	8.8[16.7 µM]
C[C@@H]1CCCCO[C@H](CN(C)C(=O)Nc2cccc3ccccc23)[C@@H](C)CN([C@H](C)CO)C(=O)c2cc(NC(=O)NC3CCCCC3)ccc2O1	1.2	4.0	7.6	-1.3	-14.3	0.4	3.0[16.7 µM]
CC(O)(c1cccnc1)c1nc(-c2cc(F)cc(F)c2)cs1 (configuration not stated)	-0.5	3.1	-22.2	5.5	0.5	-5.9	-4.2
O=C(C[C@H]1CC[C@@H]2[C@H](COC[C@@H](O)CN2C(=O)c2ccccc2)O1)N1CCOCC1	2.5	-4.1	5.1	6.1	-5.8	-2.7	4.8[16.7 µM]
O=C(CSc1nnc2scc(-c3ccccc3)n12)Nc1nsc(-c2ccccc2)n1	-1.9	·	3.2	·	3.9	0.0	0.9
CC(=O)c1ccc(N2CCN(C(=O)C3CCN(S(=O)(=O)c4ccc(F)cc4)CC3)CC2)cc1	10.9	-9.6	-13.8	-1.9	9.0	-1.2	-11.6
COc1cccc(-c2nc(SC)nc3sc(C(=O)NC(C)(C)C)c(N)c23)c1	-10.0	-36.5	3.4	21.6	·	1.5	·
COc1ccc(NS(=O)(=O)c2cc(NC(=O)c3cnc(C)cn3)ccc2N2CCCC2)cc1	·	14.1	4.5	3.5	·	·	77.8
O=C(CNS(=O)(=O)c1ccc(Br)s1)NCCc1ccc(Cl)cc1	6.4	-10.3	6.7	0.6	0.4	0.5	-0.5

Next part.
SMILES	EWS-Fli block	PAX8 inh HTS	GSIS activator	FN deposition inh	DENV2 CPE rescue	F508del corr	miR122 inh
O=C(Cc1csc(Nc2nc(=S)[nH]c3ccccc23)n1)NCc1cccc(Cl)c1	·	·	4.2	-0.3	·	·	5.4
CN(C)S(=O)(=O)N1CCN(c2ccccc2Cl)CC1	1.8	·	19.4	·	2.8	-4.0	·
COc1ccc(CC(=O)NCC(=O)Nc2ccccc2Br)cc1	1.1	-0.9	-11.2	-0.3	-3.9	-1.8	0.5
COc1cccc(CC2(CO)CCN(Cc3cnc(-c4cccc(C)c4)nc3)CC2)c1	9.3	-2.9	-35.8	·	4.7	0.2	·
COc1ccc(Cl)cc1NC(=O)CN(C(=O)c1ccco1)C1CCCCC1	·	-5.5	-19.5	-8.2	·	·	1.8
CCOc1ccc(CC(=O)Nc2cccc(-c3ccc4nnc(C)n4n3)c2)cc1	22.4	0.4	0.4	8.2	5.3	-1.6	6.2
CCC(=O)N1c2ccccc2NC2=C(C(=O)CCC2)C1c1ccccc1 (configuration not stated)	5.3	·	5.9	·	2.8	-2.1	-19.7
CC1=Nc2cc(C(=O)N3CCCC3)ccc2Sc2c(C)ccc(C)c21	-29.0	30.7	-4.0	-10.5	-1.7	-3.6	4.4
COc1ccc(N2CCN(C(c3cccs3)C(C)NC(=O)C(=O)N3CCOCC3)CC2)cc1 (configuration not stated)	1.2	-4.0	78.7*	10.8	?	3.1	·
C/C=C/c1ccc2c(c1)[C@@H]1[C@@H](CCN1C(=O)Cc1cccnc1)[C@@H](CO)N2C	-2.3	-2.4	-8.7	-4.4	?	0.1	-4.1[16.7 µM]
COc1ccc(CN(C)C[C@H]2Oc3ccc(NS(=O)(=O)c4cn(C)cn4)cc3CC(=O)N([C@@H](C)CO)C[C@@H]2C)cc1	-6.0	3.0	29.5	-0.1	-8.0	-1.1	-0.4[16.7 µM]
C[C@H](NC(=O)c1ccco1)C(=O)OCC(=O)N1CC(=O)Nc2ccccc21	-8.5	·	15.1	-2.6	7.7	1.5	-3.4
CN(C)CCCNC(=O)C[C@H]1CC[C@@H]2[C@@H](COc3ccc(NC(=O)c4ccccc4F)cc3C(=O)N2C)O1	-20.0	-44.5	6.9	9.5	-5.9	0.4	25.6[16.7 µM]
COC(=O)C1CCN(C2CN(Cc3cn(Cc4ccc(C(F)(F)F)cc4)nn3)S(=O)(=O)C2)CC1 (configuration not stated)	-5.2	-2.7	12.4	-1.0	4.3	1.6	·
Cc1ccc(C(C(=O)NC2CCCCC2)N(C(=O)Cc2c[nH]c3ccccc23)c2ccccc2C)o1 (configuration not stated)	·	3.0	6.8	-9.4	·	·	·
O=C(C[C@H]1CC[C@@H]2[C@H](COC[C@H](O)CN2Cc2ccccc2)O1)NCCc1ccccc1	2.7	7.5	1.1	-7.6	?	4.1	0.0[16.7 µM]
CC(C)NC(=O)N(C)C[C@H]1OCCCC[C@H](C)Oc2ccc(NC(=O)c3ccccc3)cc2C(=O)N([C@@H](C)CO)C[C@@H]1C	·	3.0	-8.0	·	·	-1.6	-7.7[16.7 µM]
CCCCNC(=O)c1nc(C2CCN(S(=O)(=O)c3ccc(C(F)(F)F)cc3)CC2)oc1-c1ccccc1	14.7	-3.0	28.8	-2.3	-13.2	-1.4	·
C[C@@H]1CN([C@@H](C)CO)C(=O)CCCn2cc(nn2)CO[C@H]1CN(C)S(=O)(=O)c1ccccc1F	6.5&-2.2&-1.2	-19.0&2.2	-4.3	-2.8&-13.9	-6.4&0.7&5.1	2.5&1.1&1.6	4.1
CCN1CCN(S(=O)(=O)c2cc(OC)c(Cl)cc2OC)CC1	3.3	·	-3.1	·	14.3	1.4	2.0
CC(=O)c1cccc(N2C(=O)CC(N3CCN(S(=O)(=O)c4ccccc4F)CC3)C2=O)c1 (configuration not stated)	-1.4	27.0	-2.2	1.0	0.3	-1.7	·
COc1ccc(S(=O)(=O)Nc2ccc3c(c2)C(=O)N([C@@H](C)CO)C[C@@H](C)[C@@H](CN(C)C(=O)Nc2ccc(C(F)(F)F)cc2)OCCCC[C@H](C)O3)cc1	2.4	9.3	-25.9	-2.4	-6.2	1.5	-7.6[16.7 µM]
CC(C)CCN1CC(C(=O)NC(C)C)CC1=O (configuration not stated)	-5.0	·	4.9	·	-3.1	2.3	-0.9
C[C@H]1CCCCO[C@H](CN(C)CC2CCCCC2)[C@@H](C)CN([C@@H](C)CO)C(=O)c2cc(NC(=O)c3ccccc3)ccc2O1	2.5	12.6	-8.4	0.7	-9.9	-1.1	20.0[16.7 µM]
COCC(=O)Nc1ccc2c(c1)OC[C@@H](C)N(C(=O)c1ccncc1)C[C@H](C)[C@H](OC)CN(C)C2=O	-9.2	·	9.1	4.6	4.9	1.5	8.9[16.7 µM]

Compound profiles, from the list above. Order of screens: EWS-Fli block	PAX8 inh HTS	GSIS activator	FN deposition inh	DENV2 CPE rescue	F508del corr	miR122 inh
`COCC(=O)Nc1ccc2c(c1)OC[C@@H](C)N(C(=O)c1ccncc1)C[C@H](C)[C@H](OC)CN(C)C2=O` as listed: -9.2	·	9.1	4.6	4.9	1.5	8.9[16.7 µM]
`COc1ccc(Cl)cc1NC(=O)CN(C(=O)c1ccco1)C1CCCCC1` as listed: ·	-5.5	-19.5	-8.2	·	·	1.8
`CN(C)CCCNC(=O)C[C@H]1CC[C@@H]2[C@@H](COc3ccc(NC(=O)c4ccccc4F)cc3C(=O)N2C)O1` as listed: -20.0	-44.5	6.9	9.5	-5.9	0.4	25.6[16.7 µM]

Further structures.
SMILES	EWS-Fli block	PAX8 inh HTS	GSIS activator	FN deposition inh	DENV2 CPE rescue	F508del corr	miR122 inh
N#CC(C#N)=C(N)Nc1cccc(Cl)c1	-3.8	-0.3	12.2	2.2	8.2	-3.8	·
Cc1cc(C)c2cc(C(c3nnnn3CC3CCCO3)N3CCN4CCCC4C3)c(=O)[nH]c2c1 (configuration not stated)	4.5	·	-3.5	·	4.1	-0.5	-4.4
CCC(C)[C@@H](C(=O)NCC1CCC(C(=O)O)CC1)n1nnc2ccccc2c1=O (some centres not stated)	·	20.4	-12.9	1.0	·	·	·
Cc1cccc(C(=O)OCC(=O)NCC(C)C)c1O	12.5	0.0	-7.9	-2.8	-6.3	0.8	·
CN(CC1CCCN(CCc2ccc(F)cc2)C1)C(=O)CCC(N)=O (configuration not stated)	3.4	7.1	13.6	0.0	12.4	-1.9	0.9
COc1ccc(-c2csc(C(O)c3ccc(F)c(OC)c3)n2)cn1 (configuration not stated)	8.0	7.2	-10.1	3.9	?	-0.5	-0.9
O=C(NCCCNC(=O)c1cnccn1)c1ccc(Cl)cc1	-2.0	-6.1	7.6	1.5	-0.8	-2.5	-0.4
Cc1ccc(S(=O)(=O)N2C[C@@H](O)COC[C@H]3O[C@H](CC(=O)N[C@H]4CCN(Cc5ccccc5)C4)CC[C@@H]32)cc1	7.9	-0.1	9.1	3.4	-3.2	3.0	-6.7[16.7 µM]
Cn1cccc1C(=O)OCC(=O)NC1CCS(=O)(=O)C1 (configuration not stated)	-2.2	4.4	-7.5	·	-1.8	-0.2	·
